TLR9-MyD88 block = inhibitors of human TLR9-MyD88 binding; Q9NR96+Q99836; CHO BLA complementation TLR9-MyD88, CCF4 FRET ratio; inhibition, % at 4.98 µM; 340,000 compounds, 0.21% hits;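 active = inhibition above the mean over all tested compounds plus 3 SD, cut at about 21% in these data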;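 note: 0% = DMSO only wells and 100% = clavulanate BLA inhibitor control wells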
NOD2 RIPK2 PPI = blocks binding of human NOD2 to RIPK2 | AID 624267 | 360,000 compounds, 0.38% hits | O43353 | CHO BLA complementation NOD2-RIPK2, CCF4 ratio | inhibition, % at 4.98 µM; in the data active = inhibition above about 21%;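 note: 0% = vehicle only and 100% = reference blocker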
Target sequence (O43353 whole entry, looked up): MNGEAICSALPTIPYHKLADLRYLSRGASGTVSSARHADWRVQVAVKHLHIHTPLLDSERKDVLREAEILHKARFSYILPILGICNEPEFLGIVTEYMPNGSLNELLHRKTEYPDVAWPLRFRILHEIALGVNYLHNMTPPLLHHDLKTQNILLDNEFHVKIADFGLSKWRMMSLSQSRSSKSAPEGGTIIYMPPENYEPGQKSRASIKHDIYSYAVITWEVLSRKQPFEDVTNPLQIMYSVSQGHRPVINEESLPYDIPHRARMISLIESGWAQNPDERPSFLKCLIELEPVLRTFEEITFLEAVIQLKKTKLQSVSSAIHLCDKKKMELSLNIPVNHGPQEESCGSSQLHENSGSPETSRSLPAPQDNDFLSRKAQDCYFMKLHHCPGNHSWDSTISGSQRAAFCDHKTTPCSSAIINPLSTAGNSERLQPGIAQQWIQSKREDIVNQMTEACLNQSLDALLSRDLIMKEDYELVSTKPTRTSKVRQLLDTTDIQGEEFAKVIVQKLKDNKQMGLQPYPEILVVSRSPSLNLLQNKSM
EBV LMP1 NFkB = inhibitors of Epstein-Barr LMP1-induced NF-kappaB reporter; inhibition, % at 12.5 µM; LMP1-induced NF-kappaB luciferase reporter cells, luminescence; 350,000 compounds, 0.69% hits; in the data active = inhibition above about 41%;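 note: 0% = neutral control wells and 100% = reference inhibitor control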
NR5A2 inv ag = inverse agonists of human LRH-1 (NR5A2); AID 602396; HEK293T StAR-luciferase reporter, LRH-1 transfected, 24 h; inhibition, % at 3.6 µM; 360,000 compounds, 0.13% hits; O00482;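 active = inhibition above the mean inhibition of all tested compounds plus 3 SD, cut at about 73% in these data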;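 note: 0% = DMSO wells and 100% = reporter-only cells lacking LRH-1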
C8 TRAIL sens = sensitizes caspase-8 expressing cells to TRAIL; NB7+C8 cells + TRAIL, ATPlite viability luminescence; inhibition (viability loss, TRAIL sensitization), % at 10 µM; 360,000 compounds, 1% hits;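 active = compounds causing at least 50% loss of cell viability in the single-dose screen, relative to plate controls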
SRC1 inh = human NCOA1 inhibition; Q15788; HEK293 GAL4-SRC1 luciferase reporter, luminescence; inhibition, % at 3.6 µM; 360,000 compounds, 0.12% hits; AID 588354;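 active = inhibition above the campaign mean plus 3 SD, with each screening campaign given its own cutoff, cut at about 60% in these data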;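 note: 0% = DMSO treated cells and 100% = gossypol at 36 µM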
NR2F2 inh = inhibitors of human COUP-TFII (NR2F2) | P24468 | HEK293T NGFI-A luciferase reporter, luminescence | inhibition, % at 8.6 µM | 370,000 compounds, 0.7% hits | AID 686940;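 active = inhibition above a per-plate cutoff, mean inhibition of test wells between control levels plus 3 SD, cut at about 38% in these data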;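 note: cells cotransfected with COUP-TFII expression vector driving the NGFI-A reporter; 0% = median of COUP-TF2 test wells and 100% = reporter-only cells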
Target sequence (P24468 whole entry, looked up): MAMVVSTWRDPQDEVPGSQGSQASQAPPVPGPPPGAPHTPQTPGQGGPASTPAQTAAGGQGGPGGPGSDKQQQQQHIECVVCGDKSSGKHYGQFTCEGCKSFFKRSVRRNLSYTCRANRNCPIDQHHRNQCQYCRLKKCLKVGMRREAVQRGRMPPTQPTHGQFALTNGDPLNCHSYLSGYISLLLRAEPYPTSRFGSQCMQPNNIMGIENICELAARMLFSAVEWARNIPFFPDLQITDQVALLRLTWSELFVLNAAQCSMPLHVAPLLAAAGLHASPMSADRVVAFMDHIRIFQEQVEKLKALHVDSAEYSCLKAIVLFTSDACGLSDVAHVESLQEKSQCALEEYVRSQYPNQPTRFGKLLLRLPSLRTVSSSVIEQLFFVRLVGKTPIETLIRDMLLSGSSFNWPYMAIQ
NCOA2 inhibitor = human SRC2 (NCOA2) inhibition. Q15596. HEK293 GAL4-SRC2 luciferase reporter, luminescence. inhibition, % at 9 µM. 370,000 compounds, 0.17% hits;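 active = inhibition above the mean inhibition of all tested compounds plus 3 SD, set per campaign, cut at about 52% in these data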;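 note: 0% = DMSO treated cells and 100% = cells given Gossypol at 36 µM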
Vif imaging = inhibitors of HIV Vif. inhibition, % at 7.49 µM. 340,000 compounds, 0.35% hits. HEK293T cells, Vif self-association by quenched fluorescence, imaging, 24 h; in the data active = inhibition above about 50%, passing the limit was not always enough; note: some results filed as inactive read as strong as hits
SRC3 inh = inhibitors of human steroid receptor coactivator 3 (SRC3) | Q9Y6Q9 | HEK293 GAL4-SRC3 luciferase reporter, luminescence | inhibition, % at 3.6 µM | 360,000 compounds, 0.17% hits | AID 588352;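 active = inhibition above a per-campaign cutoff, the mean of all compounds plus 3 SD, cut at about 60% in these data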;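 note: 0% = DMSO-treated cells and 100% = gossypol-treated cells at 36 µM; higher means less SRC3-driven luciferase light from the GAL4 reporter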
TROY NFkB inh = blocks TROY-dependent signaling in reporter cells; 360,000 compounds, 0.98% hits; Q293 LMP1-TROYcd NF-kB luciferase reporter, 4 h; AID 1347056; inhibition, % at 10 µM;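 active = compounds whose plate-normalised and pattern-corrected inhibition of the luciferase reporter signal at the single screening dose is 50% or more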
* hit, by the source's call; . = no result given; & = joins results of further samples. A portion of the library; count on the stated rates, not on these rows.

Molecule | NR5A2 inv ag | SRC1 inh | Vif imaging | NR2F2 inh | EBV LMP1 NFkB | NOD2 RIPK2 PPI | NCOA2 inhibitor | C8 TRAIL sens | TLR9-MyD88 block | TROY NFkB inh | SRC3 inh
O=C(CSc1nnc2c(Cl)cc(C(F)(F)F)cn12)Nc1ccc2c(c1)OCO2 | 9 | -46 | 0 | 10 | -7 | 4 | -8 | 9 | -1 | 14 | 2
CS(=O)(=O)N1CCCC(C(=O)NCCCN2CCOCC2)C1 (stereo not drawn) | -18 | 1 | -4 | 0 | 6 | -2 | 7 | 5 | -2 | -3 | 14
COc1ccc(NS(=O)(=O)c2cccc(C(=O)N3CCN(c4ccccc4O)CC3)c2)cc1 | -5 | 4 | 8 | -22 | 7 | 0 | 9 | 10 | 1 | 0 | 10
COC(=O)c1cc2c(ccn2-c2ccc(F)cc2)n1CC(=O)OC(C)C | 4 | 1 | -11 | 23 | 19 | -1 | 7 | 9 | -8 | 3 | 20
CCOc1ccc(/C=C/C(=O)OCC(=O)NCCc2ccc(OCC)c(OCC)c2)cc1OC | -1 | -19 | 2 | -2 | -7 | 7 | 10 | -14 | 1 | -17 | 16
Cc1ccc(S(=O)(=O)N2CCC(=O)N([C@H](COCc3ccc(Cl)c(Cl)c3)Cc3ccccc3)CC2)cc1 | -6 | . | . | -21 | . | -9 | -11 | 16 | . | 9 | .
Cc1ccc(-n2nnc3c(=O)n(CC(=O)N4CCCC4)cnc32)cc1 | -9 | -4 | 3 | . | -1 | -3 | . | -8 | 0 | -9 | -27
O=C(OCC(=O)N1CCCCCC1)c1ccc(Cl)c(S(=O)(=O)N2CCCC2)c1 | -4 | 10 | -10 | 6 | 6 | -13 | 1 | -1 | 2 | 13 | 17
COc1ccc(NC(=O)c2cc(-c3ccccc3)on2)cc1OC | -12 | 5 | 34 | -7 | -2 | 1 | -2 | -6 | 6 | 3 | 3
COC(=O)c1ccc2nccnc2c1 | -1 | -19 | 0 | -2 | 5 | 10 | -21 | -19 | 2 | 18 | 11
O=C(NC1CC(=O)c2sccc21)c1cccc(C(F)(F)F)c1 (stereo not drawn) | -4 | 5 | 0 | -15 | -1 | -10 | -11 | -8 | -40 | 5 | 12
Cc1ncsc1C(=O)Nc1cccc(C(F)(F)F)c1 | 6 | -1 | -2 | -5 | 0 | -1 | -15 | -20 | -3 | -23 | -6
CCOC(=O)Cn1c(CN2CC(C)OC(C)C2)nc2c1c(=O)n(C)c(=O)n2C (stereo not drawn) | 25 | 2 | 1 | 10 | 1 | -20 | -8 | 4 | 1 | -7 | 5
COc1cc(/C=C(\C#N)C(=O)NCC2CCCO2)c([N+](=O)[O-])cc1OC (stereo not drawn) | 24 | 3 | -5 | 6 | 6 | 7 | -11 | 0 | -9 | 7 | 0
O=C1NCCN(Cc2c(F)cccc2Cl)C1CC(=O)N1CCCCO1 (stereo not drawn) | -1 | 12 | 1 | -24 | -6 | -3 | 5 | -1 | 10 | 4 | 21
O=C(COc1ccc(S(=O)(=O)NCc2ccccc2)cc1)NCC1CCCO1 (stereo not drawn) | 19 | -4 | . | 2 | 4 | -8 | -12 | -8 | 11 | -26 | 11
CCC1(C)Cc2ccccc2-c2nc(NCCCO)n(C)c(=O)c21 (stereo not drawn) | 12 | -10 | 9 | 3 | 4 | 2 | -5 | 0 | 8 | -10 | -24
CN(CC(=O)Nc1ccc(F)cc1)C(=O)CSc1ncccn1 | 12 | -2 | -2 | 5 | 2 | 5 | 2 | -11 | -13 | -2 | -19
Cc1ccc(-c2c[n+](CC(=O)Nc3c(C)cccc3C)c3n2CCC3)cc1 | 6 | 2 | 0 | -1 | . | -12 | 9 | 0 | . | 6 | -17
CCc1ccccc1NC(=S)N=Nc1c(O)n(C)c2ccc(S(=O)(=O)N3CCOCC3)cc12 | -8 | 0 | 2 | 8 | 35 | -10 | 2 | 1 | 0 | -12 | -11
NS(=O)(=O)c1cccc(NC(=O)COC(=O)C2(c3cccc(F)c3)CCCC2)c1 | -24 | 2 | -1 | 3 | 3 | -10 | -10 | -15 | 0 | 21 | 5
Cc1c(-c2cccs2)[n+](=O)c2c(n1[O-])CCCCC2 | 6 | -21 | -12 | 4 | -2 | 4 | -56 | -12 | -2 | -6 | 3
Cc1ccc2c(c1)C(=O)c1ccccc1CS2=O (stereo not drawn) | -24 | 0 | 0 | -3 | 0 | 2 | -16 | -9 | 0 | -13 | 0
CC1CN(C(=O)C(C)OC(=O)c2ccc3ncsc3c2)CC(C)O1 (stereo not drawn) | -3 | 6 | 31 | 10 | -3 | -2 | -1 | 5 | 5 | 9 | -18
CCOC(=O)c1nn(-c2ccccc2)c(C#N)c1NC(=O)c1nn(CC)cc1Br | -1 | -3 | . | 25 | 14 | -3 | -2 | 3 | 4 | -17 | 10
CC(=O)N1CCOc2ccc(S(=O)(=O)NCc3ccc(F)cc3)cc21 | 10 | -1 | -3 | -8 | 5 | -7 | 17 | -26 | -1 | 5 | 7
CC1CCN(C(=O)c2[nH]cnc2C(=O)NC2CCN(C(=O)OC(C)(C)C)CC2)CC1 | 22 | 0 | 2 | 8 | -2 | 7 | -21 | -11 | 8 | 1 | -10
CCOc1cc(N2CCOCC2)c(OCC)cc1NC(=O)c1ccc(OC)cc1 | -3 | -2 | -6 | -9 | 5 | 0 | -9 | -1 | 1 | 12 | 1
COc1ccc(C)cc1NC(=O)C(Sc1nncn1C)c1ccccc1 (stereo not drawn) | -13 | 15 | 0 | -19 | -18 | -4 | -15 | -10 | -2 | -13 | -3
O=C(C1CC1)N1CCN(c2ccc(O)cc2)CC1 | 0 | 8 | 16 | -7 | 8 | -1 | -9 | -3 | -4 | 7 | 16

Fetched by compound from above (two):
Molecule | NR5A2 inv ag | SRC1 inh | Vif imaging | NR2F2 inh | EBV LMP1 NFkB | NOD2 RIPK2 PPI | NCOA2 inhibitor | C8 TRAIL sens | TLR9-MyD88 block | TROY NFkB inh | SRC3 inh
CCOc1ccc(/C=C/C(=O)OCC(=O)NCCc2ccc(OCC)c(OCC)c2)cc1OC | -1 | -19 | 2 | -2 | -7 | 7 | 10 | -14 | 1 | -17 | 16
CCOc1cc(N2CCOCC2)c(OCC)cc1NC(=O)c1ccc(OC)cc1 | -3 | -2 | -6 | -9 | 5 | 0 | -9 | -1 | 1 | 12 | 1

(cont.)
Molecule | NR5A2 inv ag | SRC1 inh | Vif imaging | NR2F2 inh | EBV LMP1 NFkB | NOD2 RIPK2 PPI | NCOA2 inhibitor | C8 TRAIL sens | TLR9-MyD88 block | TROY NFkB inh | SRC3 inh
O=[N+]([O-])c1ccc(N2CCSCC2)cc1O | 5 | -20 | 2 | -8 | 7 | -11 | 7 | -11 | 12 | 5 | 8
COc1cc2c(cc1OC)C(c1cccs1)N(C(=O)c1ccc(S(=O)(=O)N(C)C)cc1)CC2 (stereo not drawn) | 14 | 6 | 0 | 11 | 2 | -5 | 10 | 0 | 2 | 18 | -14
Cc1ccc(C2(CC(=O)N3CCCC3)CCOC(C(C)C)C2)cc1 (stereo not drawn) | -28 | -70 | -1 | -20 | 1 | 0 | 10 | -2 | 0 | 0 | -1
O=C(NCc1ccc(Cl)cc1)c1ccc(NC(=O)C2CCCO2)cc1 (stereo not drawn) | 0 | -18 | 10 | 16 | -3 | 4 | 4 | -5 | -5 | 7 | -52
Cc1nc(N/N=C/c2cccc([N+](=O)[O-])c2)cc(N2CCCCC2)n1 | -5 | -3 | . | 6 | 7 | -1 | 6 | 6 | -4 | 12 | 10
COc1ccc(/C=C(/NC(=O)c2ccccc2)C(=O)N2CCC(C)CC2)cc1 | -2 | -6 | 2 | 21 | -10 | -2 | 2 | 2 | -10 | -11 | 1
Clc1ccccc1-c1nc(-c2ccncc2)no1 | -109&-104 | -86&-104 | 3 | -41&-10 | -7&-1 | 3&-4 | -44&-71 | 3&19 | -7 | -9&-30 | -100&-183
COc1ccc(Nc2nc(NC(C)C)nc3ccsc23)cc1OC | 33 | 13 | 3 | 12 | . | 3 | -9 | -3 | . | -1 | 9
CN(C(=O)c1cccc(NC(=O)Cc2ccc(NC(=O)C3CCCN(C(=O)c4ccccc4)C3)cc2)c1)C1CCCCC1 (stereo not drawn) | 11 | -3 | -3 | 0 | 4 | 5 | 2 | 21 | -16 | 4 | 11
Cc1ccc2[nH]c3c(c2c1)CCN1C(=O)OC(C)(C)C31C (stereo not drawn) | 48 | -11 | -4 | -5 | 2 | -5 | -36 | -10 | 10 | -3 | 8
COc1ccc(Br)cc1CNC(=O)CCc1nc(-c2ccc(C)cc2)no1 | -12 | -1 | 1 | 5 | 0 | -9 | -36 | 2 | 4 | 20 | 8
CCN=C(NC#N)SCc1c(F)cccc1Cl | -28 | -17 | -3 | 0 | -10 | -13 | 23 | -6 | -5 | -15 | -7
COc1cc(C(=O)CSc2nnc(-c3ccc(O)cc3)n2CC2CCCO2)ccc1NC(C)=O (stereo not drawn) | -6 | 10 | 5 | -5 | 7 | -8 | -2 | -7 | -1 | -4 | 14
O=C(c1nc2ccc(Cl)cn2c1CN1CCC(CO)CC1)N1CCc2ccccc2C1 | -6 | -20 | -11 | 8 | -5 | -8 | 22 | 2 | 6 | -5 | 11
COc1ccc(CNC(=O)CSc2ncnc3ccccc23)cc1OC | 8 | -1 | -2 | -12 | -3 | 5 | 27 | -1 | -3 | 7 | 11
Cc1nn(C)c(C(=O)Sc2ccccc2)c1[N+](=O)[O-] | 10 | 0 | -1 | 0 | -8 | 1 | 7 | 7 | 17 | 19 | 18
CC1(C(=O)O)CCCN1C(=O)c1cccc2ccccc12 (stereo not drawn) | 3 | -3 | 2 | -6 | . | 10 | -21 | 3 | . | 6 | -15
COC(=O)CSc1ncnc2c1cnn2Cc1ccccc1 | 11 | -8 | 24 | 5 | 3 | -3 | 2 | 9 | 1 | 8 | 4
Cc1oc(-c2ccccc2Cl)nc1CS(=O)CC(=O)N1CCN(c2ccccc2)CC1 (stereo not drawn) | -8 | 9 | -4 | 4 | -8 | -12 | -7 | 13 | -7 | 3 | 2
c1ccc2c(C3=NNC(=NC4CCCCC4)SC3)c[nH]c2c1 | -31 | -13 | 2 | -26 | 10 | 0 | -41 | 3 | 12 | -19 | -23
NC(=O)c1cc2ccc(O)cc2oc1=Nc1ccccc1 | -130 | -15 | -17 | -52 | -8 | -80 | 6 | 2 | -111 | -2 | -5
O=C(NNc1nc(=O)c2cccnc2s1)c1ccccc1O | 11 | -10 | -2 | -18 | -7 | 1 | 8 | 53* | -2 | -1 | -4
Cc1ccc(C2Nc3ccccc3NC3=C2C(=O)OC(C)C3)cc1 (stereo not drawn) | -8 | -3 | -7 | 20 | 2 | -2 | -4 | 0 | 2 | 64* | 24
CCNC(=O)/C(C#N)=C/c1c(N2CCCCCC2)nc2c(C)cccn2c1=O | -10 | 1 | . | 13 | -6 | -5 | 27 | 6 | -4 | 1 | 15
N/C(=N\OC(=O)/C=C/c1ccc(Br)cc1)c1ccccn1 | -126 | -182 | -13 | -32 | 2 | 6 | -51 | 35 | -3 | 52* | -75
CCOC(=O)c1c(C)[nH]c(C(=O)OCC(=O)Nc2cc(C)ccc2OC)c1C | -3 | -4 | -3 | 2 | 3 | -5 | 4 | -5 | -2 | 1 | 9
